# CCT modulator: changes cytosolic chaperonin activity | purified chaperonin ATPase assay, HTRF ADP detection, 30 min | 360,000 compounds, 0.3% hits | activity change, % (test concentration not listed), hits read low; in the data active means activity change below about -30%; further: on the % scale 0 is the no-effect control and ±100 the full control effect
#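 TRiC (40 or 20 nM final, by batch activity) in 30 mM Tris pH 7.4, 100 mM KCl, 5 mM MgCl2, 1 mM DTT was treated with compound at 76 uM single dose, then 10 uM ATP, 30 min at 37 °C. ADP was read by HTRF Transcreener.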
# HepG2 viability: counter-screen for TGF-b inhibitors: cytotoxicity in HepG2 cells | HepG2 CAGA-GFP viability, ATP luminescence, 18 h | Potency, µM (titrated, usually from 46.1 µM), for the others: at the highest dose activity change, negative = cytotoxicity, usual class: cytotoxic | 410,000 compounds, 0.76% hits | AID 588856; further: potency means the concentration at half of the fitted maximal effect; some results filed as inactive show a strong effect at the top dose
#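 HepG2 CAGA-GFP cells (1000/well, DMEM with 1% FBS) received compound, then TGF-beta at 500 pg/mL final, and were incubated 18 hours at 37 degrees C. Viability was read by CellTiter-Glo luminescence. Media-only wells were set as complete cell-killing and DMSO as no toxicity.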
# ATXN viability: viability counter-screen for ATXN expression inhibitors. S2 cells (HEK-293 line with an ATXN2-luciferase reporter) viability, CellTiter-Fluor protease fluorescence, 24 h. Potency, µM (titrated, usually from 56.7 µM), most hits filed as cytotoxic. 400,000 compounds, 0.49% hits; further: potency means the concentration at half of the fitted maximal effect; nearly all actives have a fitted effect of over 40% in size
# MmCpn inh: inhibitors of Methanococcus maripaludis chaperonin (MmCpn); 330,000 compounds, 0.031% hits; Potency, µM (series often up to 76.9 µM), inactives show top-dose activity, negative = inhibition, hits mostly inhibitors; purified Mm-Cpn ATPase, ADP Transcreener TR-FRET; AID 504842; further: potency means the concentration at half of the fitted maximal effect; on the % scale 0 is the no-effect control and ±100 the full control effect; nearly all actives have a fitted effect of over 80% in size
#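 Inhibition of chaperonin ATP hydrolysis is measured as reduced ADP production, detected by competitive TR-FRET in which signal falls with ADP. Final enzyme 25 nM and ATP 10 uM, reacted 30 min at 37°C.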
# A549 viability: counter-screen for Nrf2 inhibitors: cytotoxicity in A549 cells | A549 ARE-Fluc cells, CellTiter-Fluor viability, 18-24 h | Potency, µM (doses to about 46 µM), for the others: top-dose activity change, negative = cytotoxicity, most hits filed as inhibitors | 390,000 compounds, 0.16% hits | AID 504648; further: potency means the concentration at half of the fitted maximal effect; on the % scale 0 is the no-effect control and ±100 the full control effect
#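 Cytotoxicity counterscreen: CellTiter-Fluor fluorescence was measured in A549 ARE_Fluc cells after 18-24 h of compound exposure in a concentration series. The subsequent BugLite luminescent read reports ARE-luciferase activity.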
# Nrf2 ARE act: Nrf2 pathway activation | AREc32 ARE-luciferase reporter (MCF7-derived line), luminescence, 24 h | Potency, µM (titrated, usually from 46.1 µM), for inactives: top-dose activation, usual class: activators | 410,000 compounds, 0.31% hits | AID 624171; further: potency means the concentration at half of the fitted maximal effect; % of control where 0% means no effect; nearly all actives have a fitted effect of over 65% in size
#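 AREc32 cells carrying an ARE-driven firefly luciferase reporter were seeded at 1000 cells/well in OPTI-MEM with 5% FBS, then exposed to compound for 24 hr at 37 deg C. Luminescence was read with Steady-Glo after 30 min at RT.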
# pAkt inh: inhibitors of Akt phosphorylation | Neuro2A IGF-stimulated pAkt S473 HTRF, 20 min; active compounds read low | activity change, % for hits at 50 µM | 360,000 compounds, 0.32% hits | AID 651550; in the data active means activity change below about -80%; inconclusive means mostly about -51% to -80%; further: on the % scale 0 is the no-effect control and ±100 the full control effect
#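 Neuro2A cells (4,500/well, DMEM with 0.5% FBS) were treated with compound at a single 50 µM final concentration, stimulated with 6 nM IGF for 20 min at 37 °C, and lysed. Phospho-Akt Ser473 was read by HTRF as 665/615 ratio ×10^4.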
# TGFb inhibitor: inhibitors of TGF-b signaling. HepG2 CAGA-GFP TGF-b/SMAD3 reporter, GFP fluorescence, 18 h; TGF-beta stimulated, 500 pg/mL final. Potency, µM (doses to about 46.1 µM), for the others: at the highest dose activity, negative = inhibition, most hits filed as inhibitors. 410,000 compounds, 1.2% hits. AID 588855; further: potency means the concentration at half of the fitted maximal effect; on the % scale 0 is the no-effect control and ±100 the full control effect; nearly all actives have a fitted effect of over 65% in size
#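 Cell-based qHTS in HEPG2 carrying a CAGA-GFP Smad reporter; compounds added before 500 pg/mL final TGF-beta, 18 h incubation at 37 degrees C, GFP fluorescence quantified per cell by imaging cytometry.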
# Nrf2 inh: blocks Nrf2 signaling; A549 ARE-Fluc reporter, luciferase luminescence, 18-24 h; Potency, µM (series often up to 46 µM), inactives show at the highest dose activity change, negative = inhibition, actives largely listed as inhibitors; 360,000 compounds, 2.1% hits; AID 504444; further: potency means the concentration at half of the fitted maximal effect; on the % scale 0 is the no-effect control and ±100 the full control effect; nearly all actives have a fitted effect of over 60% in size
#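 A549 ARE_Fluc cells, 5000/well, 5% FBS OPTI-MEM; compounds in dose-response, 18-24 h at 37 °C/5% CO2; CellTiter-Fluor viability read (Ex 405/Em 525), then BugLite luciferase luminescence = Nrf2 activity.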
# * marks the source's active call; other numbers are inactive results; i = inactive; ? = inconclusive; . = no result given; [ ] = another dose, or the depositor's remark. Unless noted, the call rests on the fitted dose curve; in most records, active means well fitted curve in the direction sought with a large enough effect; inconclusive means small, poorly fitted or top-dose-only effect, or another doubt; inactive means no such curve, though single readings can be large; an effect the other way counts as inactive or inconclusive.
SMILES,CCT modulator,HepG2 viability,ATXN viability,MmCpn inh,A549 viability,Nrf2 ARE act,pAkt inh,TGFb inhibitor,Nrf2 inh
COc1ccc(N2CCN(C(=O)COC(=O)Cc3cccc(OC)c3)CC2)cc1,-2.3,-2%,i,2%,-6%,-0.8%,i,11%,-8%
OCCC1CN(Cc2c(F)cccc2Cl)CCN1C1CCCCC1 (centres undefined),0.2,4%,i,-1%,-6%,-0.2%,i,12%,-4%
CCCS(=O)(=O)NC(=O)C1(C)CCCN(C(=O)C2(c3ccc(Cl)cc3)CCCC2)C1 (centres undefined),-3.9,-32%,i,.,.,-1.0%[9.22 µM],i,6%,.
COc1ccc(C(=O)c2ccc(Cl)cc2)cc1,0.2,-3%,?,-4%,12%,-0.1%,i,?,?
CCc1ccc(NC(=O)c2ccc3nc(N)sc3c2)cc1,0.7,-6%,i,0%,3%,3.8%,i,23%,.
COCOc1ccc(/C=C2/Oc3cc(OCOC)cc(OCOC)c3C2=O)c(OCOC)c1,1.4,-31%,.,.,-3%,0.0%,i,47%[activator],-12%
COc1cc(CC(=O)Nc2cc(S(=O)(=O)N3CCOCC3)ccc2N2CCCC2)cc(OC)c1OC,1.0,-9%,i,.,5%,-0.2%,i,-9%,0%
Cc1ccccc1-c1cc(C(=O)NCc2ccco2)nn1CC1CC(c2cccc([N+](=O)[O-])c2)=NO1 (centres undefined),-2.5,-23%,i,-1%,-2%,0.5%,i,-19%,-26%
CN(Cc1ccccc1)C(=O)c1ccc(S(=O)(=O)N(C)c2ccccc2)cc1,-1.8,-2%,.,2%,?,-0.2%,i,-32%,?
Cc1nc(SCC(=O)N(C)C2(C#N)CCCCC2)c2ccccc2n1,0.6,-27%,i,-8%,-8%,12%,i,-29%,?
CNS(=O)(=O)c1cccc(C(=O)OCC(=O)c2ccc(S(=O)(=O)N3CCCCC3)cc2)c1,-2.9,-15%,i,-9%,-9%,-0.7%,i,2%,-2%
C/C(=N\Nc1nc(-c2ccccc2O)nc2ccccc12)c1ccccc1,-1.2,-11%,i,3%,-12%,7.5%,i,-12%,-5%
CCOC(=O)N1CCN(Cc2nnc(-c3ccccc3C)o2)CC1,-0.8,-25%,i,-3%,-1%,0.2%,i,-15%,6%
COC(=O)[C@]12CCCCC=C1N(CCC1=CCCCC1)C(=O)[C@H](CC(=O)NCc1cccc(C(F)(F)F)c1)C2,-0.7,.,?,.,.,-0.2%,i,.,.
Nc1nc2ccc(NC(=O)c3ccco3)cc2s1,-1.0,0%,i,-4%,-1%,7.3%,i,-2%,9%
Cc1ccc(Cn2ccsc2=NC(=O)COC(=O)C(C)C)cc1,0.3,-5%,i,-1%,3%,0.3%,i,-23%,-10%
COc1cc2cc(Oc3ccc4ccc(=O)oc4c3)c(=O)oc2cc1O[C@@H]1O[C@H](CO)[C@@H](O)[C@H](O)[C@H]1O,0.7,7%,i,0%,1%,-0.6%,i,0%,10%
Cc1ccc(S(=O)(=O)Nc2ccccc2C(=O)N2CCCC2)cc1,3.1,6%,i,0%,-7%,-0.7%,i,5%,11%
O=C(NC1CCCCC1)[C@H](O)[C@@H](O)C(=O)NC1CCCCC1,0.9,-3%,i,1%,0%,-0.2%,i,8%,5%
COc1ccc(C(=O)c2c(NC(C)=O)sc3c2CCN(C(=O)OC(C)(C)C)C3)cc1,1.3,-21%,i,2%,-14%,16%,i,-15%,?
CC(C)(C)C(=O)c1c(N)[nH]c(C(=O)c2ccccc2)c1-c1ccccc1Br,-0.4,.,i,.,.,4.6%,i,.,.
O=C(CCOc1ccccc1)Nc1ccnn1C1CCN(Cc2ccc(O)cc2)CC1,-9.1,-6%,i,-3%,6%,-0.7%,i,-1%,9%
COc1ccc2c(c1)cc(C)c1nnc(SCC(=O)N3CCN(C(=O)c4ccco4)CC3)n12,-1.2,0%,i,1%,-1%,-1.1%,i,30%,5%
c1cnc(-c2noc(CN3CCN(C4C5CC6CC(C5)CC4C6)CC3)n2)cn1 (centres undefined),-5.0,-5%,i,0%,3%,0.2%,i,-8%,3%

# Arranged by the number under TGFb inhibitor (rising): 6 from the list above.
SMILES | TGFb inhibitor
Cc1ccc(Cn2ccsc2=NC(=O)COC(=O)C(C)C)cc1 | -23%
COc1ccc(C(=O)c2c(NC(C)=O)sc3c2CCN(C(=O)OC(C)(C)C)C3)cc1 | -15%
O=C(CCOc1ccccc1)Nc1ccnn1C1CCN(Cc2ccc(O)cc2)CC1 | -1%
COc1cc2cc(Oc3ccc4ccc(=O)oc4c3)c(=O)oc2cc1O[C@@H]1O[C@H](CO)[C@@H](O)[C@H](O)[C@H]1O | 0%
O=C(NC1CCCCC1)[C@H](O)[C@@H](O)C(=O)NC1CCCCC1 | 8%
COc1ccc2c(c1)cc(C)c1nnc(SCC(=O)N3CCN(C(=O)c4ccco4)CC3)n12 | 30%

# Full records, looked up by structure. Order of screens: CCT modulator | HepG2 viability | ATXN viability | MmCpn inh | A549 viability | Nrf2 ARE act | pAkt inh | TGFb inhibitor | Nrf2 inh
# Record of COc1ccc(C(=O)c2ccc(Cl)cc2)cc1 : 0.2 | -3% | ? | -4% | 12% | -0.1% | i | ? | ?
# Record of Cc1ccccc1-c1cc(C(=O)NCc2ccco2)nn1CC1CC(c2cccc([N+](=O)[O-])c2)=NO1 (centres undefined) : -2.5 | -23% | i | -1% | -2% | 0.5% | i | -19% | -26%

# Later entries.
SMILES,CCT modulator,HepG2 viability,ATXN viability,MmCpn inh,A549 viability,Nrf2 ARE act,pAkt inh,TGFb inhibitor,Nrf2 inh
Cc1c2cnn(CC(=O)NCCN3CCOCC3)c(=O)c2c(C)n1Cc1ccc(F)cc1,-0.1,1%,?,0%,1%,-0.7%,i,9%,0%
CS(=O)(=O)N(CC(=O)Nc1cccc(F)c1)Cc1ccccc1,-2.6,1%,i,-3%,9%,0.1%,i,-1%,.
Cc1ccc(N2C(=O)C(c3c(C)[nH]n(-c4ccccc4)c3=O)(C(F)(F)F)C3=C2CC(C)(C)CC3=O)cc1 (centres undefined),-0.8,-23%,i,1%,-14%,2.3%,i,?,-18%
Cc1ccc(N2C(=O)/C(=C/c3cccnc3)SC2=S)cc1,-6.7,-18%,i,-3%,0%,0.3%,i,-2%,0%
CC(Oc1ccccc1)C(=O)NC1C(=O)N2C1SC(C)(C)C2C(=O)O (centres undefined),-1.8,-3%,i,0%,0%,-1.4%,i,18%,-9%
CC1(C)Cc2c(sc3nc(SCC(=O)N4CCOCC4)nc(N)c23)CO1,-0.6,-19%,i,0%,-5%,3.0%,i,-24%,4%
COc1ccc(OCC(=O)Nc2ccc3c(c2)CCC3)cc1,1.8,-16%,i,0%,12%,0.2%,i,-13%,9%
CC1(c2ccc3c(c2)OCCCO3)NC(=O)N(CC(=O)NCCc2ccccc2)C1=O (centres undefined),-0.4,11%,?,0%,-4%,-0.3%,i,7%,4%
CN1C[C@H]2CON(C)[C@H]2C[C@H]1c1cccc(N2CCOCC2)c1,-1.1,0%,i,.,3%,-0.1%,i,-1%,14%
CC(=O)Oc1cccc(Nc2ncnc3ccccc23)c1,-1.1,0%,i,-1%,9%,5.1%,i,-2%,14%
O=C(Nc1nnc([C@@H]2C[C@H](O)[C@@H](CO)O2)s1)NC1CCCCC1,-1.9,-2%,i,.,.,0.5%,i,-4%,.
CCCc1nc2n[nH]c(N)c2c2c1COC(C)(C)C2,-0.4,-16%,i,0%,9%,-0.7%,i,-4%,9%
C/C(=N\Nc1nc(N2CCOCC2)nc(N2CCOCC2)n1)c1cccs1,-1.6,4%,i,1%,0%,9.3%,i,12%,?
Oc1cc(O)c2c(c1)O[C@H](c1ccc(O)c(O)c1)[C@H](O)C2,-1.8,-26%,i,-2%,3%,-1.1%,i,?,-2%
COc1ccc(N2CCN(CCCn3ccc(NC(=O)OCc4ccccc4)nc3=O)CC2)cc1,-1.4,-9%,?,.,.,3.0%,i,1%,.
CC(C)c1onc(C(=O)Nc2cccc(O)c2)c1[N+](=O)[O-],-0.4,-2%,i,-5%,-14%,1.1%,i,5%,10%
C#CCSc1nc(-c2ccccc2)c2cc(Cl)ccc2n1,.,-7%,i,.,-4%,0.6%,.,-2%,5%
COc1ccc(CCC(C)NC2C3CC4CC(C3)CC2C4)cc1 (centres undefined),-3.9,30%,i,-4%,4%,6.0%,i,18%,-29%
O=C(NC12CC3CC(CC(C3)C1)C2)N1CCN(S(=O)(=O)c2ccc(Cl)cc2)CC1,2.6,5%,?,2%,-25%,-0.3%,i,0%,?
COc1ccc(S(=O)(=O)N(CCc2ccccc2)CC(=O)N/N=C/c2ccc3c(c2)OCO3)cc1,-2.1,24%,i,1%,-4%,0.1%,i,-12%,-6%
Cn1c2ccccc2c2cnn(CC(=O)NCc3ccc(Cl)cc3)c(=O)c21,.,9%,i,.,1%,0.3%,.,1%,-1%
CN(C(=O)c1ccc(NC(=O)Cc2ccc(NC(=O)C3CCN(C(=O)C4CC4)CC3)cc2)cc1)C1CC1,1.9,-9%,i,0%,-6%,-0.6%,i,-21%,10%
O=S(=O)(/N=C(/Sc1ccc(Cl)cc1)c1ccccc1)c1ccccc1,.,3%,.,.,0%,.,.,3%,6%
CCc1ccc(NC(=O)CCn2ccnc2C)cc1,0.4,-7%,i,0%,3%,-0.2%,i,-18%,9%
COc1ccc(CNC(=O)c2cc(C(C)=O)c[nH]2)cc1,-2.5,-4%,i,3%,2%,1.3%,i,0%,-23%
Cc1ccc(CNC(=O)Cc2nc3nc(C)cc(C)n3n2)cc1,6.0,9%,i,3%,-2%,0.0%,i,13%,-12%

# Compound activity deposited in PubChem BioAssay by National Center for Advancing Translational Sciences (NCATS).
